Assay outcomes deposited in PubChem BioAssay by several laboratories.
HRas wt GTP = modulators of GTP binding to HRas wildtype, primary screen, biochemical, bead-based flow cytometry, multiplex | GTPase HRas (Homo sapiens), P01112 | GST-Ras wt beads, Bodipy-FL-GTP binding; actives lie on both sides | GTP binding activity, % at 10 µM | 190,000 tested, 0.14% active | AID 759, 2007;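 active = GTP binding activity at least 20% away from the 100% baseline, either lowered as inhibitor or raised as activator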;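 also: 0% = unlabeled GTP competition control and 100% = no-compound control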
Target sequence (P01112 whole entry, looked up): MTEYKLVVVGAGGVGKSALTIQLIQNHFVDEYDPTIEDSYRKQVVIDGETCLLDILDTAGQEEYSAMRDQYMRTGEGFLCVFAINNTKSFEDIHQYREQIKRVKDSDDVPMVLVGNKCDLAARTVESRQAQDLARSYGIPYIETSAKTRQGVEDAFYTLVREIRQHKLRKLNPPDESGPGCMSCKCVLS
Cdc42 wt GTP = modulators of GTP binding to wildtype Cdc42, primary screen, biochemical, multiplex bead flow cytometry, Bodipy-GTP; GST-Cdc42 beads; actives lie on both sides; percent activity (GTP binding), % at 10 µM; 190,000 tested, 0.2% active; AID 761, 2007;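 active = percent activity GTP binding at least 20 points away from the 100% baseline, either down as inhibitor or up as activator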;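 also: median bead fluorescence of bound Bodipy-FL-GTP at 100 nM; 0% = excess unlabeled GTP control and 100% = no compound control; below 100% means less GTP binding so inhibitor and above means activator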
Target sequence (P60953 whole entry, looked up): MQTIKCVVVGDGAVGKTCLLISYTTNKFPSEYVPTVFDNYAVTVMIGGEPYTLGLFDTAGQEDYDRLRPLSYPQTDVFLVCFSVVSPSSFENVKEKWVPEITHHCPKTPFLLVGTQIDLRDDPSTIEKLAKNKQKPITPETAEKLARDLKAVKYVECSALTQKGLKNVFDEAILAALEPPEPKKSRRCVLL
Rac1 act GTP bind = GTP binding modulators of activated mutant Rac1, primary screen, biochemical, bead-based flow cytometry, multiplex, fluorescent GTP; Ras-related C3 botulinum toxin substrate 1 (Homo sapiens), P63000; GST-Rac1 activated beads; actives lie on both sides; 100% means binding = to untreated wells; percent activity (GTP binding), % at 10 µM; 190,000 tested, 0.11% active;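 active = GTP binding at least 20 percentage points away from the 100% baseline, in either direction, so actives lie on both sides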
Rab7 wt GTP bind = modulators of GTP binding to Rab7, primary screen, biochemical, wildtype, multiplex bead flow cytometry; 190,000 tested, 0.055% active; GST-Rab7 beads, fluorescent GTP binding; actives lie on both sides; untreated = 100%, excess cold GTP = 0%; AID 758, 2007; GTP binding activity (percent of control), % at 10 µM; Rab7 GTPase wild type (dog), Bodipy-FL-GTP binding;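 active = fluorescent GTP binding to Rab7 beads changed by at least 20 points from the 100% baseline, either direction, mostly lower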;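 also: median green fluorescence of bound Bodipy-FL-GTP per Rab7 bead population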
ABCG2 block = ABCG2 efflux pump inhibitors, primary screen, multiplex with ABCB1, IgMXP3 cells, flow cytometry. 190,000 tested, 0.1% active. JC-1 efflux. Broad substrate specificity ATP-binding cassette transporter ABCG2 (Homo sapiens), Q9UNQ0. AID 1325, 2008. inhibition, % at 6.6 µM;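 active = inhibition above 80%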;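 also: 0% = DMSO and 100% = nicardipine control wells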
Target sequence (Q9UNQ0 whole entry, looked up): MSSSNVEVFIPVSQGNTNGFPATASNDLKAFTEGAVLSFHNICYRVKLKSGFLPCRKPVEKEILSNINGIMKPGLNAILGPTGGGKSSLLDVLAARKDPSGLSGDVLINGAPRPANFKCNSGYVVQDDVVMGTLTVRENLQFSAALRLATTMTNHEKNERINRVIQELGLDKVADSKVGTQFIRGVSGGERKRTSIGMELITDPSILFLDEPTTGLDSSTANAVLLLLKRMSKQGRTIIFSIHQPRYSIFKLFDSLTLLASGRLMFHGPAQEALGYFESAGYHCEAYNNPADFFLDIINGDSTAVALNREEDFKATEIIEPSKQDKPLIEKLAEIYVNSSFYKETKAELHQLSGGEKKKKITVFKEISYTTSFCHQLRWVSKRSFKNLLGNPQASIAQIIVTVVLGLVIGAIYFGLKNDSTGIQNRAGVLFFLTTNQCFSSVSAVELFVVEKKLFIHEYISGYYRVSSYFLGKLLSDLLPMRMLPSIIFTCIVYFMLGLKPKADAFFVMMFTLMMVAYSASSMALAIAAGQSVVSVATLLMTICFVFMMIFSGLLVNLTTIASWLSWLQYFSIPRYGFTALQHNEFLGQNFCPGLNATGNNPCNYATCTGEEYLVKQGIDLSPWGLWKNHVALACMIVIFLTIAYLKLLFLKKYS
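Test system: IgMXP3 cells (ABCG2) mixed with DDAO far-red-labelled CCRF-Adr cells (ABCB1). Reagent: JC-1 transporter substrate. Compound dosing: single test compound dose, 6.6 µM final. Times: 10 min compound exposure, 25 °C. Detection: flow cytometry of retained JC-1 fluorescence. Read-out basis: efflux inhibition in percent versus controls. Controls: nicardipine and DMSO wells.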
Pf gametocyte = late stage P. falciparum gametocyte viability inhibitors, primary screen, ATP luminescence, HTS | inhibition, % at 10.9 µM | 150,000 tested, 0.065% active | P. falciparum stage V gametocytes, 24 h | AID 743093, 2013;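 active = inhibition above the mean plus 3 SD of compounds within the control limits, set per campaign, cut at about 38% in these data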;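 also: 0% = DMSO wells and 100% = medium only without gametocytes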
Rab2A wt mod = modulators of GTP binding to Rab2A wildtype, primary screen, biochemical, dog, bead-based flow cytometry, multiplex. Ras-related protein Rab-2A (Canis lupus familiaris), P61105. GST-Rab2 wt beads, Bodipy-GTP binding. GTP binding activity, % at 10 µM. AID 760, 2007. 190,000 tested, 0.19% active;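 active = GTP binding activity at least 20 points away from 100%, either lowered or raised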;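 also: 0% = beads with excess unlabeled GTP and 100% = no-compound control corrected for plate trend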
Avidin fluor = green autofluorescence of compounds with avidin beads – biophysical, 488/530 nm, flow cytometry, artefact control, profiling panel. compound fluorescence 488/530 nm; stronger effect = higher value. fluorescence (KMESF) at 10 µM. 220,000 tested, 0.38% active; in the data active = fluorescence above about 47; also: inactives centre near 10
Rac1 wt modul = wildtype Rac1 GTP binding modulators, primary screen, biochemical, GST-Rac1 beads, flow cytometry, multiplex; fluorescent GTP binding; actives lie on both sides; 0 = cold GTP competed, 100 = untreated; AID 757, 2007; GTP binding activity (% of control), % at 10 µM; Ras-related C3 botulinum toxin substrate 1 (Homo sapiens), P63000; 190,000 tested, 0.27% active;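 active = GTP binding activity at least 20 points away from the 100% control level, either lower or higher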
ABCB1 inh = ABCB1 efflux pump inhibitors, primary screen, cell-based, multiplex, flow cytometry, ABCG2 counter-screen; ATP-dependent translocase ABCB1 (Homo sapiens), P08183; CCRF-Adr cells, JC-1 efflux; inhibition, % at 6.6 µM; 190,000 tested, 0.067% active; in the data active = inhibition above about 40%;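 also: 0% = vehicle and 100% = reference inhibitor; higher value means more JC-1 retained so stronger ABCB1 efflux block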
Mcl1 Noxa PPI = Mcl-1/Noxa binding inhibitors, primary screen, biochemical, TR-FRET, 1536-well | Induced myeloid leukemia cell differentiation protein Mcl-1 (Homo sapiens), Q07820 | TR-FRET Mcl-1/Noxa peptide binding, 2 h | inhibition, % at 21.7 µM | 220,000 tested, 1.5% active | AID 1022, 2008;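 active = compounds that cut the protein-peptide binding signal by more than 50% relative to plate controls in a single-dose test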;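 also: His-tagged Mcl-1 with rhodamine Noxa BH3 peptide and terbium anti-His antibody; 0% = Mcl-1 plus Noxa peptide wells and 100% = peptide-only wells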
An asterisk follows results filed as active.

Screening CCC(C)Nc1nc2c(C)cccn2c(=O)c1C=Nc1ccc(OC)cc1 (centres undefined) returned HRas wt GTP 101, Cdc42 wt GTP 97, Rac1 act GTP bind 96, Rab7 wt GTP bind 103, ABCG2 block 6, Rab2A wt mod 97, Avidin fluor 12, Rac1 wt modul 101, ABCB1 inh 0.9 and Mcl1 Noxa PPI -3.
`CN(C)C(=O)/C=C\c1cn(-c2ccccc2)nc1-c1ccc2c(c1)OCCO2` gave HRas wt GTP 96, Cdc42 wt GTP 99, Rac1 act GTP bind 96, Rab7 wt GTP bind 95, ABCG2 block 30, Pf gametocyte 15, Rab2A wt mod 96, Avidin fluor 8, Rac1 wt modul 99, ABCB1 inh 19 and Mcl1 Noxa PPI 16.
Screening CC(=NCCN1CCN(C(C)=C2C(=O)c3ccccc3C2=O)CC1)C1=C(O)CC(C)(C)CC1=O returned HRas wt GTP 99, Cdc42 wt GTP 98, Rac1 act GTP bind 100, Rab7 wt GTP bind 104, ABCG2 block -3, Pf gametocyte 19, Rab2A wt mod 97, Avidin fluor 2, Rac1 wt modul 103, ABCB1 inh -1.5 and Mcl1 Noxa PPI 11.
O=C(CSc1nc2[nH]ncc2c(=O)[nH]1)NCc1ccccc1 was read as HRas wt GTP 103, Cdc42 wt GTP 102, Rac1 act GTP bind 99, Rab7 wt GTP bind 97, ABCG2 block 0, Pf gametocyte -19, Rab2A wt mod 100, Avidin fluor 3, Rac1 wt modul 103, ABCB1 inh 0.1 and Mcl1 Noxa PPI 7.
For CC(=O)Nc1cccc(NC(=O)c2cc3ccccc3o2)c1 the results were HRas wt GTP 99, Cdc42 wt GTP 96, Rac1 act GTP bind 97, Rab7 wt GTP bind 103, ABCG2 block 49, Pf gametocyte 11, Rab2A wt mod 100, Avidin fluor 11, Rac1 wt modul 98, ABCB1 inh 1.4 and Mcl1 Noxa PPI 1.
For O=C(CSc1nncc2ccccc12)N1CCCCC1 the results were HRas wt GTP 100, Cdc42 wt GTP 94, Rac1 act GTP bind 95, Rab7 wt GTP bind 102, ABCG2 block 0, Pf gametocyte -4, Rab2A wt mod 96, Avidin fluor 13, Rac1 wt modul 98, ABCB1 inh -0.2 and Mcl1 Noxa PPI 0.
`CCCC(C(=O)N1CCOCC1)N1C(=O)C2C3C=CC(C3)C2C1=O` (centres undefined) gave HRas wt GTP 101, Cdc42 wt GTP 101, Rac1 act GTP bind 98, Rab7 wt GTP bind 100, ABCG2 block 10, Pf gametocyte -23, Rab2A wt mod 100, Avidin fluor 14, Rac1 wt modul 102, ABCB1 inh 1.0 and Mcl1 Noxa PPI 6.
CCOCCCNC(=O)/C(C#N)=C/c1ccc([N+](=O)[O-])o1 was read as HRas wt GTP 102, Cdc42 wt GTP 100, Rac1 act GTP bind 98, Rab7 wt GTP bind 104, ABCG2 block 7, Pf gametocyte 7, Rab2A wt mod 105, Avidin fluor 9, Rac1 wt modul 101, ABCB1 inh 1.6 and Mcl1 Noxa PPI 6.
`O=C(Nc1cccc(F)c1)OC(CN1CCCCC1)C(F)(F)F` (centres undefined) gave HRas wt GTP 98, Cdc42 wt GTP 99, Rac1 act GTP bind 98, Rab7 wt GTP bind 97, ABCG2 block 1, Pf gametocyte 3, Rab2A wt mod 97, Avidin fluor 4, Rac1 wt modul 98, ABCB1 inh 0.2 and Mcl1 Noxa PPI -24.
Screening COC(=O)[C@H](Cc1ccccc1)NC(=O)N1CCCCC1C (some centres undefined) returned HRas wt GTP 106, Cdc42 wt GTP 107, Rac1 act GTP bind 101, Rab7 wt GTP bind 103, ABCG2 block 2, Pf gametocyte 15, Rab2A wt mod 105, Avidin fluor 34, Rac1 wt modul 105, ABCB1 inh 0.3 and Mcl1 Noxa PPI -1.
For CCN(CC)S(=O)(=O)c1ccc(NC(=O)CN(c2cccc(C)c2)S(C)(=O)=O)cc1 the results were HRas wt GTP 102, Cdc42 wt GTP 103, Rac1 act GTP bind 101, Rab7 wt GTP bind 99, ABCG2 block 2, Rab2A wt mod 100, Avidin fluor 8, Rac1 wt modul 102, ABCB1 inh 0.4 and Mcl1 Noxa PPI 0.
`COc1ccc2c(c1)c(C(=O)CN1CCC(C(N)=O)CC1)c(C)n2C` gave HRas wt GTP 99, Cdc42 wt GTP 99, Rac1 act GTP bind 96, Rab7 wt GTP bind 93, ABCG2 block 1, Rab2A wt mod 96, Avidin fluor 18, Rac1 wt modul 98, ABCB1 inh 0.4 and Mcl1 Noxa PPI 6.
For Cc1c(/C=N\NC(=O)C2COc3ccccc3O2)c2ccccc2n1C (centres undefined) the results were HRas wt GTP 103, Cdc42 wt GTP 105, Rac1 act GTP bind 101, Rab7 wt GTP bind 98, ABCG2 block 5, Pf gametocyte 3, Rab2A wt mod 102, Avidin fluor 13, Rac1 wt modul 103, ABCB1 inh 0.3 and Mcl1 Noxa PPI 14.
`CC(C)(C)C(=O)/C=C1\NC(=O)CS1` gave HRas wt GTP 96, Cdc42 wt GTP 97, Rac1 act GTP bind 97, Rab7 wt GTP bind 95, ABCG2 block 2, Pf gametocyte -6, Rab2A wt mod 97, Avidin fluor 8, Rac1 wt modul 98, ABCB1 inh 0.3 and Mcl1 Noxa PPI -8.
For COc1ccccc1N1CCN(C(=O)/C=C/c2ccc(C)cc2)CC1 the results were HRas wt GTP 99, Cdc42 wt GTP 99, Rac1 act GTP bind 99, Rab7 wt GTP bind 96, ABCG2 block 2, Rab2A wt mod 101, Avidin fluor 10, Rac1 wt modul 100 and Mcl1 Noxa PPI 3.
`C/C(=N\NC(=O)CNc1ccccc1)c1ccccc1` gave HRas wt GTP 102, Cdc42 wt GTP 107, Rac1 act GTP bind 101, Rab7 wt GTP bind 102, ABCG2 block 2, Pf gametocyte -9, Rab2A wt mod 102, Avidin fluor 6, Rac1 wt modul 106, ABCB1 inh 0.3 and Mcl1 Noxa PPI 21.
CCCCc1nc2ccccc2c(N)c1CCC (tested in a mixture with another compound) was read as HRas wt GTP 103, Cdc42 wt GTP 103, Rac1 act GTP bind 100, Rab7 wt GTP bind 99, ABCG2 block 3, Pf gametocyte 2, Rab2A wt mod 102, Avidin fluor 19, Rac1 wt modul 105, ABCB1 inh -0.2 and Mcl1 Noxa PPI 23.
`CCN(CC)S(=O)(=O)c1ccc(OC)c(NS(=O)(=O)c2cccc(C(=O)O)c2)c1` gave HRas wt GTP 96, Cdc42 wt GTP 94, Rac1 act GTP bind 92, Rab7 wt GTP bind 97, ABCG2 block 0, Pf gametocyte -3, Rab2A wt mod 96, Avidin fluor 9, Rac1 wt modul 95, ABCB1 inh 0.1 and Mcl1 Noxa PPI 14.
Screening CCOC(=O)CSc1nnc(Cc2ccccc2)n1Cc1ccco1 returned HRas wt GTP 101, Cdc42 wt GTP 102, Rac1 act GTP bind 101, Rab7 wt GTP bind 101, ABCG2 block 1, Pf gametocyte -32, Rab2A wt mod 100, Avidin fluor 7, Rac1 wt modul 109, ABCB1 inh 0.3 and Mcl1 Noxa PPI 11.
For O=C(N/C(=N\O)c1ccccc1)Nc1ccc(Cl)cc1 the results were HRas wt GTP 96, Cdc42 wt GTP 99, Rac1 act GTP bind 95, Rab7 wt GTP bind 93, ABCG2 block 3, Pf gametocyte 17, Rab2A wt mod 96, Avidin fluor 15, Rac1 wt modul 96, ABCB1 inh 0.3 and Mcl1 Noxa PPI 1.
For CC1=C/C(=N\OS(=O)(=O)c2ccccc2)C(C)=CC1=O the results were HRas wt GTP 104, Cdc42 wt GTP 103, Rac1 act GTP bind 100, Rab7 wt GTP bind 106, ABCG2 block -1, Rab2A wt mod 103, Avidin fluor 8, Rac1 wt modul 106, ABCB1 inh -0.5 and Mcl1 Noxa PPI 16.
Screening CSc1nnc([C@H](C)NC(=O)OC(C)(C)C)o1 returned HRas wt GTP 102, Cdc42 wt GTP 106, Rac1 act GTP bind 102, Rab7 wt GTP bind 104, ABCG2 block 0, Pf gametocyte 2, Rab2A wt mod 105, Avidin fluor 10, Rac1 wt modul 110, ABCB1 inh 0.1 and Mcl1 Noxa PPI -11.
Screening Cc1cc(C)c(C(=O)CSC2=NC(N)=C(C#N)C3(CCCCC3)C2C(N)=O)cc1C (centres undefined) returned HRas wt GTP 99, Cdc42 wt GTP 100, Rac1 act GTP bind 98, Rab7 wt GTP bind 99, ABCG2 block 18, Pf gametocyte -17, Rab2A wt mod 100, Avidin fluor 11, Rac1 wt modul 104, ABCB1 inh -1.2 and Mcl1 Noxa PPI 11.
Screening CCC(=O)Nc1ccc(NC(=S)NC(=O)c2cc3ccccc3o2)cc1 returned HRas wt GTP 101, Cdc42 wt GTP 102, Rac1 act GTP bind 101, Rab7 wt GTP bind 104, ABCG2 block -8, Pf gametocyte -3, Rab2A wt mod 99, Avidin fluor 15, Rac1 wt modul 105, ABCB1 inh -0.8 and Mcl1 Noxa PPI 20.
Cc1c(NC(=O)CN2CCCc3ccccc32)c(=O)n(-c2ccccc2)n1C was read as HRas wt GTP 105, Cdc42 wt GTP 109, Rac1 act GTP bind 100, Rab7 wt GTP bind 100, ABCG2 block 1, Pf gametocyte -13, Rab2A wt mod 106, Avidin fluor 4, Rac1 wt modul 105, ABCB1 inh 0.5 and Mcl1 Noxa PPI 22.
